Screens deposited in PubChem BioAssay by Sanford-Burnham Center for Chemical Genomics.
NR3A LBD binder: modulators (binders) of human NR3A ligand-binding domain; Tm shift relative to glycine control, % at 25 µM; AID 1259313; 340,000 tested, 2.5% active; NR3A LBD differential scanning fluorimetry, Tm shift; 0% = protein alone, 100% = glycine-bound protein;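 active = melting temperature shift of at least 10% of the positive control shift, at one fixed dose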
MPTP inh: permeability transition pore inhibition; 360,000 tested, 1.4% active; inhibition, % at 10 µM; isolated mouse mitochondria, Ca2+ swelling absorbance, 30 min;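 active = inhibition of 50% or more, scaled per plate between neutral and stimulator controls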;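 note: 0% = DMSO wells given calcium and 100% = 1 mM EGTA wells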
CCR6 antag: blocks CCL20-driven beta-arrestin recruitment at human CCR6; inhibition, % at 20 µM; P51684; 340,000 tested, 0.49% active; AID 493098; CHO-K1 CCR6 PathHunter beta-arrestin, luminescence, CCL20-stimulated;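 active = compounds whose inhibition of the agonist-driven luminescence signal at 20 µM reaches about 50%, limit read from the data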;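 note: cells stimulated with CCL20 at 14 nM final; plate controls were DMSO with CCL20 for no effect and DMSO without agonist for full effect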
Target sequence (P51684 whole entry, looked up): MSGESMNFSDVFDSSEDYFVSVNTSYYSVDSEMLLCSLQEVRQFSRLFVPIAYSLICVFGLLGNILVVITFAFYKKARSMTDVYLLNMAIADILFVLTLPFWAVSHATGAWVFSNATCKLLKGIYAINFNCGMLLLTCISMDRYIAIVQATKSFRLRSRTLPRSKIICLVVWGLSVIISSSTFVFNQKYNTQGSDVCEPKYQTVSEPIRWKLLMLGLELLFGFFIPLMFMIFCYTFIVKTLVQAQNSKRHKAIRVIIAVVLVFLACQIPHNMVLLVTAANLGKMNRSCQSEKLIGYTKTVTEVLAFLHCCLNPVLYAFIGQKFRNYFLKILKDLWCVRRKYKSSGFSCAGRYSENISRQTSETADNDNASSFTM
A3G deaminase: blocks human APOBEC3G single-stranded DNA deamination | Q9HC16 | recombinant A3G, ssDNA deamination FAM/TAMRA fluorescence | inhibition, % at 20 µM | 330,000 tested, 0.28% active;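 active = inhibition of at least 40% at 20 µM, with no more than 30% in the related APOBEC3A deaminase screen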;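 note: plate controls were DMSO wells with A3G for no effect and wells lacking A3G enzyme for full effect; some compounds called inactive have numbers as strong as hits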
Target sequence (Q9HC16 whole entry, looked up): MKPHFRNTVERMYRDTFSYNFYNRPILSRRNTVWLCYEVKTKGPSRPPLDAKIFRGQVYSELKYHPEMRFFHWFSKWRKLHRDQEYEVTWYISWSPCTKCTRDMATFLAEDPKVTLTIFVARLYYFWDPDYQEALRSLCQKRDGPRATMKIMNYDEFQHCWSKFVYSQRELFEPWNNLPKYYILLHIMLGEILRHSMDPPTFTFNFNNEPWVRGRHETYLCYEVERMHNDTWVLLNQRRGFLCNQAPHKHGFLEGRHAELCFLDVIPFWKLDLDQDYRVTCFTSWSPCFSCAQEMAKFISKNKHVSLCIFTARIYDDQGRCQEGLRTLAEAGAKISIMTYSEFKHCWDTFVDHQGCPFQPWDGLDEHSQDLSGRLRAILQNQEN
A3A deaminase: inhibitors of human APOBEC3A DNA deaminase. P31941. recombinant A3A, FAM/TAMRA ssDNA deamination fluorescence. inhibition, % at 20 µM. 330,000 tested, 0.41% active;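 active = at least 40% inhibition at 20 µM here, with at most 30% in a related deaminase screen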;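 note: plate controls were A3A with DMSO for no effect and wells lacking A3A enzyme for full effect; some results filed as inactive read as strong as hits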
Target sequence (P31941 whole entry, looked up): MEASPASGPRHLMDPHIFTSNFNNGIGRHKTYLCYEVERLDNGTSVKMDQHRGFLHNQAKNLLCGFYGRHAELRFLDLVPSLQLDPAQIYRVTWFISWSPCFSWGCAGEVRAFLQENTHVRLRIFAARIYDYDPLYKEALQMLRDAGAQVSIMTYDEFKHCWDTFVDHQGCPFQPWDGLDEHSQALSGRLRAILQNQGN
Gli-Sufu block: Gli-Sufu pathway antagonism. Sufu-KO-LIGHT fibroblasts, Gli luciferase reporter luminescence. inhibition, % at 5 µM. 340,000 tested, 0.74% active. AID 588413;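 active = inhibition above about 55%, limit read from the data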;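 note: 0% = DMSO-treated cells and 100% = wells with medium but no cells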
EBI2 antag: antagonists of human EBI2 receptor. EBI2 beta-arrestin recruitment, luminescence, 7a,25-OHC stimulated. 360,000 tested, 0.81% active. P32249. AID 651636. inhibition, % at 5 µM; in the data active = inhibition above about 38%;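 note: enzyme fragment complementation signal reports receptor beta-arrestin coupling in cells; 0% = agonist plus DMSO wells and 100% = wells without agonist; some results beyond the cut were filed as inactive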
CXCR6 inh: blocks human CXCR6 beta-arrestin recruitment; inhibition, % at 20 µM; 360,000 tested, 0.36% active; CHO-K1 PathHunter CXCR6 beta-arrestin, luminescence; O00574; in the data active = inhibition above about 34%, passing the limit was not always enough;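 note: antagonist mode with CXCL16 agonist at 10 nM final; 0% = 10 nM CXCL16 with DMSO and 100% = unstimulated wells without agonist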
Numbers without * were called inactive; . = not tested or not shown. Only part of the results is shown (hit frequency here may not be typical).

smiles	NR3A LBD binder	MPTP inh	CCR6 antag	A3G deaminase	A3A deaminase	Gli-Sufu block	EBI2 antag	CXCR6 inh
CSc1ccccc1C(=O)C1CCCN(Cc2ccccn2)C1 (centres undefined)	1	-0.4	12	-14	-2	-9	-5	-7
CC(=NCCCN1CCOCC1)c1c(O)n(Cc2ccccc2)c(=O)[nH]c1=O	1	-1.7	13	-2	-2	0	-3	7
C[N+](C)(C)CC1CCCC(C[N+](C)(C)C)C1=O (centres undefined)	0	-0.9	-6	.	.	2	-14	6
Cn1c(N)c(C(=O)COC(=O)Cc2ccccc2)c(=O)n(C)c1=O	1	-0.8	12	-6	-1	5	4	5
CN1CC(C(=O)c2ccc(Cl)cc2)C(c2ccccc2)C1 (centres undefined)	-1	-0.2	17	-6	0	6	3	-4
O=c1[nH]c(=O)n(-c2cccc3ccccc23)c(O)c1C=NCc1ccc2c(c1)OCO2	-2	2.0	11	-1	1	1	-8	14
CCN(CC)c1ccc(N=Cc2c(O)n(CCc3ccc(OC)c(OC)c3)c(=O)[nH]c2=O)cc1	5	-0.4	9	.	.	13	7	3
COC(=O)C1=C(c2ccccc2OCc2ccccc2)C[C@@H]2CC[C@H]1N2C(=O)NCCN1CCOCC1	-3	-1.7	-5	-2	0	10	-4	-3
O=[N+]([O-])c1ccc(N2CCCC(C(F)(F)F)C2)c2ccncc12 (centres undefined)	-1	77*	0	3	2	45	3	-3
CN1CCCC(C(=O)c2ccc(Cl)cc2)C1 (centres undefined)	0	-0.2	10	-6	-2	30	-9	-6
COc1cccc(C(=O)C2CCCN(Cc3cccc(C)n3)C2)c1 (centres undefined)	2	0.3	13	-7	-3	20	-72	1
c1ccc(CNCCc2c[nH]c3ccccc23)cc1	2	2.1	1	-2	-2	14	2	-7
c1ccc(CCN2CCC(N3CCN(c4ccccc4)CC3)CC2)cc1	-2	0.6	7	3	1	-13	-5	6
CCN(CC)P(=O)(Oc1cccc(C)c1)N(CC)CC	2	-0.1	1	1	1	2	-4	0
CCCCC(=O)C1C(=O)NC(=O)NC1=O	-1	0.1	6	2	1	-26	-13	7
CCC(C)N1CCN(C(=O)Cc2ccccc2)CC1 (centres undefined)	1	-9.4	15	-3	1	-1	-6	4
COc1ccc(C=C2C(=O)N(C)C(=O)N(C)C2=O)cc1COc1ccc(NC(C)=O)cc1	0	1.0	-1	-3	1	-19	-10	-5
COc1ccccc1NC(=O)c1cn(CCC#N)nc1-c1cccc(Cl)c1	0	0.0	13	-7	-5	12	6	5
CNC(=S)N1CCn2cccc2C1c1cccnc1 (centres undefined)	-1	-0.9	-9	-10	8	-21	-6	3
CN(C)CCn1cnc2ccccc21	0	-0.1	7	-3	-3	2	-15	0
CC1([N+](=O)[O-])COP(=O)(Nc2ccc(F)cc2)OC1 (centres undefined)	3	-0.5	2	.	.	13	-4	7
Cc1ccc(OC(F)F)c(N2C(=O)C3C4CCC(O4)C3C2=O)c1 (centres undefined)	0	-1.1	0	-6	-4	-1	-7	10
CC1=NOC2(C)Nc3ncnn3C(c3ccccc3)C12 (centres undefined)	1	-1.4	6	1	2	-12	-6	7
C=C1C/C(=C/C)C(=O)O[C@@H]2CCN3CC=C(COC(=O)[C@]1(C)O)[C@H]23	2	0.7	1	-7	-7	9	-5	0
N=C1c2ccccc2CN1NC(=O)C1CC1	-7	-2.5	-5	-5	0	5	-5	0
CC1CCC(C(C)C)C(OP(N)(=O)c2ccccc2)C1 (centres undefined)	0	5.0	-5	-3	-1	-1	6	7
CC1CCOC(=O)C=CC=CC(=O)OC2CC3OC4C5OC5(C)C(O)CC4(COC(=O)C1O)C2(C)C31CO1 (centres undefined)	0	-0.5	9	.	.	91*	-2	1
COC(=O)C1=C(c2ccc(OC)c(OC)c2)C[C@@H]2CC[C@H]1N2C(=O)NCCc1ccccc1	-1	-2.5	2	-10	-1	-8	1	3
COC(=O)C1=C(c2ccc(-c3ccccc3)c(F)c2)C[C@@H]2CC[C@H]1N2C(=O)N1CCOCC1	0	-0.3	7	-6	0	20	19	-5
Cc1ccc(OCC(=O)Nc2ccc(Cl)cc2C(=O)c2ccccc2)cc1	-1	-1.6	22	0	2	-2	1	0
Cc1cc(OCC(=O)NC(Cc2ccc(Cl)cc2)C(=O)O)c2c3c(c(=O)oc2c1)CCCC3 (centres undefined)	-10	0.9	1	-1	7	7	-2	-3
CCN(CC)S(=O)(=O)N1CCC(C(=O)N2CCC3(CC2)OCCO3)CC1	-2	-1.7	4	-19	-4	-10	-4	10
CCCCn1c(NC(=O)c2ccco2)c(C(=O)OCC)c2nc3ccccc3nc21	-4	-0.5	58*	5	-2	4	18	21
COc1ccc(CCC(=O)N2C[C@H]3C[C@@H](C2)c2cccc(=O)n2C3)cc1	-4	-0.7	-3	-8	-2	1	-1	5
O=C(c1ccc(Cl)cc1)C1CCCN(Cc2ccc3ncccc3c2)C1 (centres undefined)	1	3.4	-2	-5	-1	50	-1	-10
CN1CCN(c2nccc3c2ncn3C)CC1	0	1.0	5	-2	0	-4	-4	8
COC(=O)C1=C(c2ccc(C(C)=O)cc2)C[C@@H]2CC[C@H]1N2C(=O)NCCCOC(C)C	-2	-0.9	4	0	-1	-36	-1	-7
Cc1ccc(CN2C3CCCC2CC(NC(=O)Nc2cccc(F)c2)C3)cc1 (centres undefined)	-7	0.1	15	1	2	40	-1	-12
CCCCCn1c(=O)c(C(=O)Nc2c(C)n(C)n(-c3ccccc3)c2=O)c(O)c2ccccc21	-11	4.5	11	-8	-4	9	0	-1
NS(=O)(=O)OC(CCc1ccccc1)C(Cl)(Cl)Cl (centres undefined)	-1	1.5	12	18	1	-6	-8	2

Rewritten with each value named: part of the list above.
Compound: COC(=O)C1=C(c2ccc(-c3ccccc3)c(F)c2)C[C@@H]2CC[C@H]1N2C(=O)N1CCOCC1
  NR3A LBD binder = 0; MPTP inh = -0.3; CCR6 antag = 7; A3G deaminase = -6; A3A deaminase = 0; Gli-Sufu block = 20; EBI2 antag = 19; CXCR6 inh = -5

Compound: Cc1ccc(OCC(=O)Nc2ccc(Cl)cc2C(=O)c2ccccc2)cc1
  NR3A LBD binder = -1; MPTP inh = -1.6; CCR6 antag = 22; A3G deaminase = 0; A3A deaminase = 2; Gli-Sufu block = -2; EBI2 antag = 1; CXCR6 inh = 0

(more compounds)
smiles	NR3A LBD binder	MPTP inh	CCR6 antag	A3G deaminase	A3A deaminase	Gli-Sufu block	EBI2 antag	CXCR6 inh
Cn1cnc(CCN)c1	0	-4.5	14	-3	-3	5	-3	4
O=C(Cc1ccccc1)OC(COCc1ccccc1)CN1CCOCC1 (centres undefined)	1	0.1	2	-6	-4	5	8	-5
c1cncc(C2CCCCN2Cc2ccc3c(c2)OCO3)c1 (centres undefined)	-15	-1.9	9	-1	-1	-2	-4	2
c1ccc2c(N3CCNCC3)cccc2c1	0	70*	5	-7	2	27	1	-8
c1ccc(P(c2ccccn2)c2ccccn2)cc1	-1	-0.9	8	-4	-1	9	-10	-3
CCn1c(O)c(C=Nc2ccc(N3CCOCC3)cc2)c(=O)n(CC)c1=S	-6	2.5	-7	-5	0	19	12	-7
COc1ccccc1N1CCN(Cc2ccc(F)cc2)CC1	0	-2.1	11	0	1	8	3	-7
COc1ccc(CN2CCN(C(=O)COc3cccc(C)c3)CC2)c(OC)c1	-2	-6.6	1	.	.	-11	31	17
O=c1[nH]c(=O)n(Cc2ccco2)c(O)c1C=NCCCn1ccnc1	1	1.1	-9	1	12	10	-9	6
C[C@H]1CCC[C@H](O)CCCCCc2cc(O)cc(O)c2C(=O)O1	2	2.4	8	-3	-3	3	14	-12
CCCN1CCCC(C(=O)c2cc(C)c(OC)c(C)c2)C1 (centres undefined)	2	0.4	12	-6	-6	21	-16	4
CN1C(=O)C(Cc2cccc3ccccc23)C(=O)N(C)C1=O	-2	-1.0	-16	-8	-4	3	-4	-5
CC(C)C(C)(NC(=O)c1cccn(Cc2ccc3c(c2)OC(F)(F)O3)c1=O)C(N)=O (centres undefined)	0	0.0	18	-4	-1	0	-6	-1
O=c1[nH]c(=O)n(Cc2ccccc2)c(O)c1/C=N/Nc1c(F)c(F)c(F)c(F)c1F	1	3.1	-2	-6	-2	-2	5	-14
COC(=O)C1=C(c2ccccc2OCc2ccccc2)C[C@@H]2CC[C@H]1N2C(=O)NC1CCN(Cc2ccccc2)CC1	1	3.2	25	-7	-2	41	10	19
S=P(NCCSCc1ccccc1)(N1CC1)N1CC1	2	-0.6	10	.	.	6	8	2
COC(=O)C1=C(c2cccc(OCc3ccccc3)c2)C[C@@H]2CC[C@H]1N2C(=O)NCc1ccccc1OC	3	-0.3	18	-13	-5	15	9	15
O=C1CCCN1c1ccc(S(=O)(=O)O)cc1 (tested in a mixture with another compound)	-1	0.3	-5	-10	-4	-2	-6	0
Fc1ccc(NC2=NCCS2)cc1Cl	-3	0.8	-8	2	3	-6	-11	-4
OC1(c2ccc(F)cc2)CCNC1 (centres undefined)	1	-0.3	2	-8	-1	2	4	1
CCOc1ccc(-n2c(O)c(N=Nc3c(C)n(C)n(-c4ccccc4)c3=O)c(=O)[nH]c2=O)cc1	-3	2.0	19	1	-3	2	-9	29
COc1cccc(-n2c(=S)[nH]c3ccccc3c2=O)c1	2	0.9	-12	1	0	-1	-3	17
C=CC1CN2CCC1CC2[C@@H](OC(=O)c1ccc(OC)cc1)c1ccnc2ccccc12 (some centres undefined)	1	0.9	16	-9	-1	5	-2	16
CCCNc1nc(OC)nc(N2CC3CC(C2)c2cccc(=O)n2C3)n1 (centres undefined)	1	-4.7	6	-6	2	-3	-6	2
CC(C)CCOP(N)(=O)Oc1ccccc1Cl (centres undefined)	-1	0.0	7	-4	1	-23	-10	-3
O=C1NC(=S)NC(=O)C1=Cc1ccc(OCc2ccccc2)cc1	-1	-1.2	-7	.	.	3	9	-1
O=[N+]([O-])/C=C/c1c(Cl)cccc1Cl	4	-1.2	105*	.	.	3	-24	100*
O=C(O)C1=CC2c3ccccc3C1c1ccccc12	-4	-1.3	6	-9	-9	-14	-5	-5
C[C@]12CCC3C(CC[C@H]4C[C@H](O)CC[C@]34C)C1C[C@H](O)[C@@H]2O (some centres undefined)	1	0.7	7	-5	-1	-1	0	-8
Cc1cccc(OCC(=O)N2CCN(Cc3ccncc3)CC2)c1	2	-2.7	3	-6	-7	5	-13	-21
CC(=NCc1cccnc1)c1c(O)n(-c2ccccc2C)c(=O)[nH]c1=O	0	-0.9	18	2	3	-2	-12	-4
CN(C)c1ccc(C(=O)c2ccc(N(C)C)cc2)cc1	0	-1.4	17	0	5	-63	-7	14
C/C(=N\NC(=O)c1ccccc1Cl)c1c(O)n(C2CCCCC2)c(=O)[nH]c1=O	-1	-0.1	3	-4	-4	-14	-13	0
N=C1c2ccccc2CN1c1cccc([N+](=O)[O-])c1	0	-1.2	2	-1	0	3	2	7
O=C1NC(=O)C2(CCN(c3ccccc3)CC2)C(=O)N1	3	0.3	8	.	.	3	1	8
COc1ccc(OC)c(N2C(=O)NC(=O)C3(Cc4cc(C)ccc4N(C)C3)C2=O)c1 (centres undefined)	2	-0.5	-9	1	-2	7	-4	0
COCCN1C(=O)NC(=O)/C(=C\c2ccc(F)cc2)C1=O	-1	-0.9	-7	1	-1	-1	-10	0
C[C@]12CCC(=O)C=C1CCC1C2CC[C@@]2(C)C1CC[C@]2(C)O (some centres undefined)	-3	1.3	16	-6	-4	16	-1	-4
O=C(Nc1ccc2ccccc2c1)N1C[C@H]2C[C@@H](C1)c1cccc(=O)n1C2	0	0.7	-7	-6	-2	-13	-7	-16
COCCCNC(=O)c1c(NC(=O)c2ccccc2)n(Cc2ccccc2)c2nc3ccccc3nc12	-1	0.0	-2	-7	-2	9	9	4
CN1CN=C(N[N+](=O)[O-])N(Cc2ccco2)C1	0	-0.1	8	-7	-3	-1	-4	-5
